Source: PubChem (National Center for Advancing Translational Sciences (NCATS))
TRb SRC2 PPI: inhibitors of human thyroid hormone receptor beta-SRC2 interaction. TRbeta-SRC2 peptide binding, fluorescence polarization; receptor liganded with 1 µM T3. hit rate 0.065% among 280,000. Potency, µM (series often up to 106 µM), without a hit: top-dose activity change, negative = inhibition, actives largely listed as inhibitors. P10828;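 further: plate controls were bound peptide for no effect and peptide without receptor for full effect; nearly all actives have a fitted effect of over 50% in size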
Target sequence (P10828 whole entry, looked up): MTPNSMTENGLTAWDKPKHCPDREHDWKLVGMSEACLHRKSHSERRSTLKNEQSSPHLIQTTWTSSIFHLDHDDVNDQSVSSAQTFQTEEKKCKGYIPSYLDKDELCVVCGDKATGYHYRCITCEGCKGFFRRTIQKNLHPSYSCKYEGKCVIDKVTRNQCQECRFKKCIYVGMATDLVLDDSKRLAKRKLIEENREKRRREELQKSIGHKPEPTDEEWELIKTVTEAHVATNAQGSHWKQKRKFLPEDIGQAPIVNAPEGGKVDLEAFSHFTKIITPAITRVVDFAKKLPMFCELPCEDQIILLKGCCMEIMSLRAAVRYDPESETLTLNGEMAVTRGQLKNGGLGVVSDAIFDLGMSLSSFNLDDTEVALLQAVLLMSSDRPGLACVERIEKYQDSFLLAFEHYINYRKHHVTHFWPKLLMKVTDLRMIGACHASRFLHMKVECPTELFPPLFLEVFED
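Decrease in fluorescence polarization of 20 nM Texas Red SRC2 coactivator peptide flagged inhibition of its binding to 0.6 uM TRb LBD; 1 uM T3 included, incubation 5 hr, ex 555/em 632 nm.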
Tau ThT inhib: inhibitors of human tau fibril formation, thioflavin T binding | recombinant tau K18 P301L, heparin-induced fibrillization, ThT fluorescence | P10636 | hit rate 2.1% among 270,000 | Potency, µM (series often up to 57.4 µM), inactives show at the highest dose activity, negative = inhibition, usual class: inhibitors; further: on the % scale 0 is the no-effect control and ±100 the full control effect; nearly all actives have a fitted effect of over 55% in size
Target sequence (P10636 561-689 P618L limits assumed): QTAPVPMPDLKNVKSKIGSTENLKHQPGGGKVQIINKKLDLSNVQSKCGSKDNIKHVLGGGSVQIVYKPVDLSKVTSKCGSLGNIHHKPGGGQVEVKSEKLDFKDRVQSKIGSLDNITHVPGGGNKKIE
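Using a mix of unlabeled (15 uM) and Alexa 594-labeled (0.24 uM) tau K18 P301L, heparin-triggered fibrillization over 6 hr at 37 C was scored by ThT fluorescence.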
Tau fibril FP: tau fibrillization inhibition (FP); K18 P301L tau heparin fibrillization, Alexa594 FP, 6 h; Potency, µM (titrated, usually from 57.7 µM), for the others: at the top dose activity, negative = inhibition, hits mostly inhibitors; hit rate 0.39% among 280,000; AID 1468; further: on the % scale 0 is the no-effect control and ±100 the full control effect; nearly all actives have a fitted effect of over 55% in size
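Recombinant K18 P301L […], labeled with Alexa 594 at 0.24 uM over 15 uM unlabeled; heparin inducer 20 uM final; 37 C, 6 hr; FP endpoint.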
TR SRC2 fluor cs: Texas Red fluorescence interference in TRb-SRC2 counter-screen; TRb/SRC2 Texas Red total fluorescence interference; Potency, µM (doses to about 106 µM), without a hit: at the highest dose fluorescence change, negative = quenching; hit rate 0.29% among 280,000; active means well fitted curve in either direction with a large enough effect; inconclusive means small, poorly fitted or top-dose-only effect; further: on the % scale 0 is the no-effect control and ±100 the full control effect
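Flags fluorescent or light-absorbing compounds by total fluorescence, S + 2P, at 555 nm excitation and 632 nm emission. Mixture: 20 nM Texas Red SRC2 peptide, 0.6 uM human TRb LBD, 1 uM T3, 5% DMSO; compound exposure 5 h at ambient temperature.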
HTT cytoprotect: Huntington cell model cytoprotection by ATP luminescence; Potency, µM (titrated, usually from 56.4 µM), without a hit: cytoprotection (ATP increase), most hits filed as activators; hit rate 0.14% among 230,000; PC12 HTT-Q103 induced, cytoprotection, ATP luminescence, 40 h; AID 1471;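 further: % of control where 0% means no effect; nearly all actives have a fitted effect of over 45% in size; toxic huntingtin expression switched on by the ecdysone agonist tebufenozide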
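Stable PC12 Q103-GFP cells in serum-supplemented, phenol red-free DMEM; induction by tebufenozide at 100 nM final; compound dose series; cell viability quantified luminescently from ATP.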
L3MBTL1 block: inhibitors of human L3MBTL1 | Potency, µM (series often up to 57.1 µM), for inactives: at the highest dose activity, negative = inhibition, most hits filed as inhibitors | AID 485360 | hit rate 0.66% among 230,000 | AlphaScreen L3MBTL1–H3K9me1 peptide binding; further: on the % scale 0 is the no-effect control and ±100 the full control effect; nearly all actives have a fitted effect of over 60% in size
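Read-out is AlphaScreen signal from streptavidin donor and nickel chelate acceptor beads (10 ug/mL final each) bridging L3MBTL1 (50 nM) and biotinylated K9-monomethylated H3(1-15) peptide (75 nM), after 30 min compound exposure at room temperature.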
Tau fluor counter: counter-screen for tau fibril formation inhibitors; hit rate 0.93% among 280,000; Potency, µM (series often up to 57.7 µM), without a hit: at the top dose activity change, negative = decrease; tau K18 P301L Alexa594 fluorescence, heparin fibrillization; further: on the % scale 0 is the no-effect control and ±100 the full control effect; nearly all actives have a fitted effect of over 55% in size
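Human tau K18 P301L (15 uM unlabeled, 0.24 uM Alexa 594-labeled) in 100 mM sodium acetate pH 7 with 20 uM heparin, 6 hr at 37 C. ThT 30 uM added, 1 hr ambient; Alexa 594 FP and total fluorescence read at 555/632 nm.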
RECQ1 helicase: blocks DNA unwinding by human RECQ1. P46063. RECQ1 DNA unwinding, red fluorescence kinetic read. Potency, µM (titrated, usually from 57.3 µM), for the others: at the highest dose activity, negative = inhibition, hits mostly inhibitors. hit rate 0.54% among 240,000. AID 2549;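 further: plate controls were vehicle for no effect and no enzyme for full effect; nearly all actives have a fitted effect of over 30% in size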
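RECQ1T1 50 nM; forked duplex (20 bp + 30-nt ss tails) 200 nM, ATP 2 mM final; pH 8.0, 2 mM MgCl2, 2.5 ug/ml poly(dI-dC); 15 min compound preincubation; discontinuous kinetic read over 2 h at RT.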
Starred values were filed as active, the others as inactive; i = inactive; ? = inconclusive; · = no result given; & = joins results of further samples; [ ] = remark or other dose. Unless noted, the call rests on the fitted dose curve; in most records, active means well fitted curve in the direction sought with a large enough effect; inconclusive means small, poorly fitted or top-dose-only effect, or another doubt; inactive means no such curve, though single readings can be large; an effect the other way counts as inactive or inconclusive. Potency means the concentration at half of the fitted maximal effect. Some of the compounds tested (hit frequency here may not be typical).

Sample of the layout (six entries):
Screens in order: Tau fluor counter | Tau fibril FP | TRb SRC2 PPI | HTT cytoprotect | TR SRC2 fluor cs | Tau ThT inhib | RECQ1 helicase | L3MBTL1 block
- C/C(=N\NC(=O)c1ccccc1)c1cc2cc([N+](=O)[O-])ccc2oc1=O
  -15% | 6% | -5% | 9%[10 µM] | -8% | ? | -5% | -2%
- COc1ccc([N+](=O)[O-])cc1NC(=O)CSc1nc(C)cc(C)n1
  1% | 1% | 0% | 31%[10 µM] | -3% | -4% | i | -3%
- COc1cc2c(cc1OC)-c1c(OC)c(OC)cc3ccnc(c13)C2=O
  ? | -21%&-8% | -9%&1% | -44%[inhibitor][1.9 µM] | -2%&-1% | 7.1µM* | 157%&-1%[activator] | 0%
- O=C(/C=C\c1ccco1)Nc1ccc(N2CCN(C(=O)c3ccccc3)CC2)cc1
  ? | 2% | 5% | 21%[0.074 µM] | -4% | 11µM* | i | -21%
- COc1ccccc1-n1nnnc1SCC(=O)NC1CCCC1
  -2% | 4% | -2% | 1%[0.074 µM] | 3% | -4% | i | ·
- CCOc1ccc(NC(=O)CCSc2nc3c(c(CC)c2C#N)C(=O)CC(C)(C)C3)cc1
  ? | -3% | 6% | -10% | 0% | -14% | -6% | ·

The list itself, from the first entry:
Screens in order: Tau fluor counter | Tau fibril FP | TRb SRC2 PPI | HTT cytoprotect | TR SRC2 fluor cs | Tau ThT inhib | RECQ1 helicase | L3MBTL1 block
- C/C(=N\NC(=O)c1ccccc1)c1cc2cc([N+](=O)[O-])ccc2oc1=O
  -15% | 6% | -5% | 9%[10 µM] | -8% | ? | -5% | -2%
- COc1ccc([N+](=O)[O-])cc1NC(=O)CSc1nc(C)cc(C)n1
  1% | 1% | 0% | 31%[10 µM] | -3% | -4% | i | -3%
- COc1cc2c(cc1OC)-c1c(OC)c(OC)cc3ccnc(c13)C2=O
  ? | -21%&-8% | -9%&1% | -44%[inhibitor][1.9 µM] | -2%&-1% | 7.1µM* | 157%&-1%[activator] | 0%
- O=C(/C=C\c1ccco1)Nc1ccc(N2CCN(C(=O)c3ccccc3)CC2)cc1
  ? | 2% | 5% | 21%[0.074 µM] | -4% | 11µM* | i | -21%
- COc1ccccc1-n1nnnc1SCC(=O)NC1CCCC1
  -2% | 4% | -2% | 1%[0.074 µM] | 3% | -4% | i | ·
- CCOc1ccc(NC(=O)CCSc2nc3c(c(CC)c2C#N)C(=O)CC(C)(C)C3)cc1
  ? | -3% | 6% | -10% | 0% | -14% | -6% | ·
- O=C(NCCC1=CCCCC1)N[C@@H](Cc1ccccc1)C(=O)O
  -7% | -3% | 3% | 9% | 0% | ? | i | 36%[activator][11.4 µM]
- O=C(COc1ccccc1[N+](=O)[O-])Nc1ccc(-c2nc3ccccc3s2)cc1
  -20% | -3% | -3% | · | -1% | ? | · | ·
- COc1ccc(/C=C/C(=O)NCC2COc3ccccc3O2)c(OC)c1 (stereo unspecified)
  -21% | 1% | -9% | -36%[inhibitor] | 0% | ? | -7% | -5%
- Cc1c(C(=O)Nc2ccccc2Br)oc2ccc(S(=O)(=O)N3CCCCCC3)cc12
  -9% | -2% | 7% | · | -4% | -8% | · | ·
- O=C(COc1ccc(Cl)cc1Cl)Nc1cccnc1
  -8% | 0% | -2% | -27% | -4% | -8% | -13% | ·
- CN(C(=O)CSc1nnc(Nc2ccccc2)s1)c1c(N)n(Cc2ccccc2)c(=O)[nH]c1=O
  -15% | -6% | -2% | -2% | 0% | -19% | i | ·
- Nn1c(SCc2cc([N+](=O)[O-])cc3c2OCOC3)nnc1-c1cccnc1
  1% | 12% | -2% | 0%[10 µM] | -3% | -7% | -1% | 19%
- Cc1c(-n2cc(C(=O)c3ccccc3O)cc(C#N)c2=O)c(=O)n(-c2ccccc2)n1C
  2% | 1% | 3% | -4%[10 µM] | 0% | -2% | -5% | 7%
- Nc1nc(CCl)nc(N(c2ccccc2)c2ccccc2)n1
  8% | 14% | 8% | 34%[10 µM] | -3% | -3% | -11% | 2%
- COc1ccc(C(=O)c2cn(Cc3ccc(C)cc3)c3cc4c(cc3c2=O)OCO4)cc1
  -15% | -2% | 5% | · | 5% | -14% | · | ·
- COc1ccc(/C=N/NS(=O)(=O)c2ccc(F)cc2)cc1COc1cc(F)ccc1[N+](=O)[O-]
  ? | ? | -5% | · | -3% | -1% | i | -5%
- O=C(NC(=S)N1CCN(c2ccc([N+](=O)[O-])cc2)CC1)c1ccco1
  -3% | -3% | -2% | 17%[10 µM] | -2% | ? | i | -2%
- CCc1nc(SCC(=O)N2c3ccccc3Sc3ccccc32)c2ccccc2n1
  -16% | -11% | -7% | 18% | -2% | -17% | 8% | -5%
- COc1ccc(O[C@H]2C=C[C@@H](c3ccccc3)O[C@H]2COC(=O)CC/C(C)=N\O[C@@H](C)c2cn([C@H](CO)Cc3ccccc3)nn2)cc1
  -16%&1%[11.6 µM] | 3%&11%[11.6 µM] | -2%&-3%[11.2 µM] | ? | 0%&-2%[11.2 µM] | -14%&-1%[11.5 µM] | 15%&10%[11.5 µM] | ·
- CC(C)Cc1ccc(/C(=N/O)C(=O)O)s1
  4% | 2% | 8% | 6% | -1% | 8% | -4% | -4%
- CCOC(=O)C1=C(C)NC(=O)NC1C1CC=CCC1 (stereo unspecified)
  -3% | 10% | -18% | 0% | -3% | -1% | -2% | -2%
- Cc1cccc(C)c1-n1c(SCC(=O)Nc2ccc(C(=O)O)cc2)nnc1-c1cccc(S(=O)(=O)N(C)C)c1
  -1% | ? | -2% | -10% | -1% | 15% | 3% | -23%
- O=C(COC(=O)c1cc(=O)c2ccccc2o1)NC1CCCCC1
  -2% | 0% | -6% | ? | 0% | -6% | 0% | ·
- O=C(CN1C(=O)C2CC=CCC2C1=O)N1CCN(c2ccc([N+](=O)[O-])cc2)CC1 (stereo unspecified)
  -17% | -8% | -6% | 5%[10 µM] | -1% | ? | -11% | -15%
- CCN1CCOC(=O)C1CC(=O)Nc1ccc(C)c(Cl)c1 (stereo unspecified)
  -6% | 1% | 3% | · | -2% | ? | · | ·
- Cc1ccc(N2C(=O)C(Cl)=C(NCCO)C2=O)c(C)c1
  ? | ? | -14% | -3% | 1% | ? | i | ·
- CC(C)CN(CCOc1cccc(N2C(=O)C3=C(CCCC3)C2=O)c1)CC(C)C
  -4% | -2% | 1% | 28%[10 µM] | 0% | -4% | i | -7%
- Cc1cccc(CNC(=O)Cn2ccc3cc(S(=O)(=O)N4CCCC4)ccc32)c1
  0% | 1% | -5% | · | 0% | 9% | · | ·
- COc1ccccc1CNC(=O)CCCCn1c(=O)c2ccccc2n(CC(=O)Nc2c(C)cc(C)cc2C)c1=O
  -2% | -4% | 5% | · | 3% | 5% | · | ·
- CCCCOc1ccc(-c2ncc(C(=O)O)c(C)n2)cc1
  1% | 3% | 10% | -22%[0.074 µM] | -1% | 9% | i | -3%
- Cc1nc(NC(=O)c2ccccc2[N+](=O)[O-])sc1C(=O)N(C)C
  7% | 2% | 3% | 16%[0.074 µM] | 1% | 5% | -3% | 6%
- CCOC(=O)C(C(=O)N1CCOCC1)C1CCCCC1 (stereo unspecified)
  7% | 1% | -14% | 7%[0.074 µM] | -3% | 0% | i | -3%
- O=C(NC(=S)Nc1ccccc1)c1csnn1
  -12% | ? | -6% | -19% | -7% | 10µM* | -12% | 17%
- COc1ccccc1N1CCN(C/C=C/c2ccc(N(C)C)cc2)CC1
  -18% | 10% | -7% | 6% | 0% | ? | 6% | ?
- N#C/C(=C(/O)CSc1n[nH]c(N)n1)c1nc2ccccc2[nH]1
  0% | 0% | -6% | 11%[10 µM] | 6% | 1% | -3% | ·
- COc1ccc(CNC(=O)CN2C(=O)COc3ccccc32)c(OC)c1
  -4% | 4% | 2% | · | -2% | 2% | · | ·
- CCOC(=O)N1CCN(C(=O)CSCC(=O)Nc2nc(-c3ccc(OC)cc3)cs2)CC1
  -26% | -1% | 1% | -18% | 1% | ? | -6% | 3%
- O=C(Nc1cccnc1)c1cccc(NC(=O)c2ccco2)c1
  2% | -1% | -5% | 11%[10 µM] | -4% | -3% | i | -5%
- Cc1ccc(-c2ccc(=O)n(CC(=O)Nc3ccc(C(C)C)cc3)n2)cc1
  -28% | ? | -2% | · | 0% | -13% | · | ·
- Cc1ccc(C)c(NC(=O)N2CC=C(c3c[nH]c4ccccc34)CC2)c1
  25µM*[quencher] | 7% | -8% | · | -1% | ? | · | ·
- Cc1csc(Nc2cccc3ccccc23)n1
  -20% | 0% | -1% | 14% | -6% | ? | -3% | -19%
- Cc1nc(SCC(=O)N2CC(=O)Nc3ccccc32)nc(C)c1C
  -12% | -6% | 2% | 0% | 3% | -10% | -14% | ·
